Screening results: PubChem, National Center for Advancing Translational Sciences (NCATS)
CXXC DNA block – qHTS Fluorescence Polarization Assay for Inhibitors of MLL CXXC domain - DNA interaction; Histone-lysine N-methyltransferase 2A (Homo sapiens), Q03164; AID 2662, 2010; 290,000 tested, 0.037% active; Potency, µM (top dose mostly 115 µM), without a hit: top-dose activity change, negative = inhibition, hits mostly inhibitors; MLL-CXXC / FITC-HOXA9 DNA fluorescence polarization; active = well fitted inhibition curve with a large enough effect in the polarisation, with a control signal flat, not every such curve was filed as active; inconclusive = small, poorly fitted or top-dose-only effect, or effect the other way, or a change in a side signal; inactive = no such curve, though single readings can be large or run the other way; the % refers to the polarisation; also: potency is read from the fitted curve at half-maximal effect
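Purified MLL-CXXC (added from a 7 uM solution) was preincubated 5 min at ambient with pinned compounds in 50 mM Tris-HCl pH 7.5, 50 mM NaCl, 1 mM DTT, 0.05% BSA. Fluorescein-labeled HOX-A9 DNA (50 nM solution) followed, 30 min, then polarization read.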
A-T KAP1 phos – qHTS Assay for Identifying a Potential Treatment of Ataxia-Telangiectasia. Potency, µM (doses to about 57.5 µM), without a hit: at the highest dose activation, hits mostly activators. AID 485349, 2010. […] A-T fibroblasts, KAP-1 phosphorylation AlphaLISA; neocarzinostatin DNA damage 30 min before lysis. 320,000 tested, 0.19% active; also: potency is read from the fitted curve at half-maximal effect; % of control where 0% means no effect; nearly all actives have a fitted effect of over 45% in size
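hTERT-immortalized A-T patient fibroblasts ([…]), 500 cells/well in OPTI-MEM, 1% FBS, got compounds for 60 min, then NCS for 30 min at 37C. Lysates were then assayed for phospho-KAP-1 by AlphaLISA (anti-pKAP1 donor, anti-KAP1 acceptor beads), 6 hr at 25C.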
Coupling enz – qHTS Assay for Inhibitors of Fructose-1,6-bisphosphate Aldolase from Giardia Lamblia: Coupling assay counterscreen | activity change, negative = inhibition, % at 58.2 µM, hits read low | AID 2472, 2010 | coupling enzyme system counterscreen, AmpLite Red fluorescence | 290,000 tested, 0.67% active; in the data active = activity change below about -30%; also: % is scaled to controls: 0 for no effect and ±100 for the full control effect
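Coupling enzymes only (glyceraldehyde-3-phosphate) + compound, at 57.5 uM final, 10 min RT; add substrate/coupling/AmpLite Red mix, 20 min RT; fluorescence ex 525/em 598 nm. Actives flag coupling-system interference.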
BCR signal inh – qHTS Assay to Find Inhibitors of Chronic Active B-Cell Receptor Signaling. ABC-DLBCL IkBa-CBG/CBR reporter, luminescence ratio, 4 h. AID 493014, 2011. 340,000 tested, 0.05% active. Potency, µM (doses to about 46.1 µM), without a hit: at the highest dose ratio change, negative = lower green/red ratio, actives largely listed as inhibitors; active = well fitted inhibition curve with a large enough effect in the signal ratio, with a control signal flat, not every such curve was filed as active; inconclusive = small, poorly fitted or top-dose-only effect, or effect the other way, or a change in a side signal; the % refers to the signal ratio;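 also: potency is read from the fitted curve at half-maximal effect; plate controls were basal doxycycline-induced cells for no effect and cells given 10 µM MG132 for full effect; MG132 reads +100%, hits lower the ratio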
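TMD8 human ABC-DLBCL cells with doxycycline-inducible IκBα–green luciferase fusion and unfused red luciferase, in 0.5% FBS medium; compounds up to 46 uM, 4 h at 37C. Green/red luminescence ratio, filter-overlap corrected, fitted to concentration-response curves.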
hERG WT inh – qHTS for Inhibitors of KCHN2 3.1: Wildtype qHTS. 340,000 tested, 0.37% active. activity change, % at 1.84 µM. Voltage-gated inwardly rectifying potassium channel KCNH2 (Homo sapiens), Q12809. U2OS, BacMam KCNH2, thallium flux FluxOr; active compounds read low;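 active = maximum activity change below -70%; inconclusive = maximum activity change between -70% and -50%; inactive = maximum activity change above -50%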; also: % is scaled to controls: 0 for no effect and ±100 for the full control effect
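U2OS cells transduced with wild-type KCNH2 virus are loaded with FluxOr dye for 45 min, and thallium flux is measured in kinetic reads before and after stimulation buffer. Rate constants are normalized to DMSO controls.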
GALK inhibitor – qHTS Assay for Inhibitors of Human Galactokinase (GALK); Potency, µM (doses to about 57.5 µM), for inactives: top-dose activity change, negative = inhibition, usual class: inhibitors; AID 1868, 2009; P51570; Purified GALK, Kinase-Glo residual ATP luminescence; 270,000 tested, 0.007% active; also: potency is read from the fitted curve at half-maximal effect; % is scaled to controls: 0 for no effect and ±100 for the full control effect
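Luminescence from leftover ATP (Ultra-Glo luciferase/luciferin) served as read-out after a 1 h room-temperature reaction of 5 nM GALK with 35 uM ATP and 100 uM galactose.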
Tb PFK block – qHTS Assay to Find Inhibitors of T. brucei phosphofructokinase. ATP-dependent 6-phosphofructokinase (Trypanosoma brucei brucei), O15648. Potency, µM (doses to about 57.5 µM), inactives show top-dose activity, negative = inhibition, usual class: inhibitors. AID 485367, 2010. T. brucei PFK, ADP-Glo luminescence. 330,000 tested, 0.17% active;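 also: potency is read from the fitted curve at half-maximal effect; 0% = uninhibited 1x PFK enzyme wells and -100% = no-enzyme wells; nearly all actives have a fitted effect of over 60% in size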
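Luminescent ADP detection (ADP-Glo, two-step: ATP depletion then ADP-to-ATP conversion for luciferase) reported PFK activity after 45 min room-temperature reaction of 1.25 nM enzyme with 0.5 mM F6P and 0.1 mM ATP at pH 8.0.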
TCR activator – Activators of T cell receptors: qHTS campaign; primary human leukocytes, anti-CD3, IL-2 HTRF, 48 h; 330,000 tested, under 10 active; AID 504894, 2011; Potency, µM (top dose mostly 9.22 µM), inactives show top-dose activation of IL-2 secretion, usual class: activators; also: % of control where 0% means no effect
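Human primary leukocytes + a-CD3 beads + cpd, 48 hr; IL-2 in supernatant by HTRF (ex 320nm / em 665nm). No co-stimulatory signal supplied.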
Giardia kill – Small Molecules that selectively kill Giardia lamblia: qHTS; 340,000 tested, 0.15% active; Giardia lamblia trophozoite viability; AID 540267, 2011; activity change, % at 7.66 µM, hits read low; in the data active = activity change below about -80%; inconclusive = between about -30% and that limit;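 also: parasites exposed to compound for two days anaerobically before the ATP read; % is scaled to controls: 0 for no effect and ±100 for the full control effect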
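Each well holds 100 Giardia trophozoites and compound. After two days (48 hrs) at 37 deg C in anaerobic conditions, ATP is quantified by luminescence.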
TSHR antag – Antagonists of the Thyroid Stimulating Hormone Receptor: HTS campaign. Thyrotropin receptor (Homo sapiens), P16473. TSHR-expressing cells, TSH-stimulated cAMP HTRF, 2 h; active compounds read low. activity change, negative = inhibition, % at 11.5 µM. 330,000 tested, 0.2% active;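 active = activity change below a set negative limit, meaning inhibition stronger than a set level, cut at about -70% in these data; inconclusive = activity change between two set negative limits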; also: % is scaled to controls: 0 for no effect and ±100 for the full control effect
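TSHR-expressing cells, 200/well, pre-treated with compound, then stimulated with EC80 TSH (4nM final) for 2 hours at 37 deg C. cAMP measured by competitive HTRF: anti-cAMP cryptate antibody in lysis buffer plus cAMP-d2, read after 30 minutes at room temperature.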
An asterisk follows results filed as active; ? = inconclusive; · = no result given; [ ] = another dose, or the depositor's remark. Unless noted, calls follow the shape of the dose curve; as a rule, active = well fitted curve in the direction sought with a large enough effect; inconclusive = small, poorly fitted or top-dose-only effect, or another doubt; inactive = no such curve, though single readings can be large; an effect the other way counts as inactive or inconclusive.

1	CCOC(=O)c1cnn(Cc2ccccc2)c1N
2	Cc1nn(-c2ccccc2)c(Cl)c1/C=N/NC(=O)c1ccnn1C
3	COc1ccccc1N1CCN(C(=O)c2cc(-c3ccco3)on2)CC1
4	COC(=O)c1c(NC(=O)CSc2nnc(C)c(=O)[nH]2)sc(C)c1C
5	COc1ccccc1NC(=O)CSc1nnc(-c2ccco2)o1
6	COc1ccc(NS(=O)(=O)c2cccc(C(=O)N3CCCCCCC3)c2)cc1
screen / no.	1	2	3	4	5	6
CXXC DNA block	-6.2%	3.4%	8.4%	0.1%	1.7%	·
A-T KAP1 phos	1.1%	4.6%	-1.6%	-3.7%	7.1%	4.9%
Coupling enz	0.8	·	-0.8	18.7	-4.6	·
BCR signal inh	2.1%	-2.2%	-1.0%	?	0.4%	0.5%
hERG WT inh	4.6	-7.2	2.6	8.5	-6.2	-6.3
GALK inhibitor	-2.2%	0.0%	1.5%	-3.0%	2.6%	·
Tb PFK block	-2.1%	-18.6%	-22.8%	-0.8%	-1.0%	-0.6%
TCR activator	-1.1%[46.1 µM]	-13.5%	-3.2%	-3.9%	-0.9%	-3.2%
Giardia kill	3.3	8.2	9.7	-22.4	-11.7	-7.9
TSHR antag	7.1	-23.6	-2.8	-16.5	6.0	-23.0

7	COc1ccc(S(=O)(=O)Nc2c(C)n(C)n(-c3ccccc3)c2=O)c(Cl)c1Cl
8	O=C(CCc1nc2ccccc2c(=O)[nH]1)N1CCN(C/C=C/c2ccccc2)CC1
9	COc1ccc(C(C)=O)cc1COC(=O)CNC(=O)c1ccc(Cl)cc1
10	Cc1ccccc1-n1c(SCC(=O)N2CCOCC2)nc(O)cc1=O
11	Cc1ccc(C(=O)OCC(=O)Nc2cccc(S(=O)(=O)N3CCCCC3)c2)o1
12	COc1ccc(OC)c(-n2c(O)cnc2Nc2nc(C)cc(C)n2)c1
screen / no.	7	8	9	10	11	12
CXXC DNA block	-6.3%	0.0%	3.7%	8.7%	·	-8.0%
A-T KAP1 phos	-3.4%	19.2%	15.4%	10.7%	9.4%	-9.0%
Coupling enz	5.5	-0.7	5.6	1.0	·	0.7
BCR signal inh	0.0%	?	2.1%	12.6%	-9.4%	-0.2%
hERG WT inh	-3.0	1.6	9.2	-2.3	0.6	-7.0
GALK inhibitor	1.8%	1.5%	-0.8%	2.0%	·	3.6%
Tb PFK block	1.1%	-12.2%	5.0%	-3.6%	-22.3%	-9.6%
TCR activator	·	6.2%	-0.7%[46.1 µM]	·	6.2%	1.6%
Giardia kill	-0.2	-13.1	-25.6	-7.9	4.6	3.5
TSHR antag	-9.4	-21.9	-15.1	4.5	11.4	4.8

13	CN(C)CCNC(=O)c1cc2ccccc2oc1=O
14	Cn1ccnc1Sc1nc(Nc2cccc(Cl)c2)nc(N2CCOCC2)n1
15	CN(Cc1ccccc1)S(=O)(=O)c1nnc(NC(=O)c2ccccc2)s1
16	O=C(Nc1ccc(Oc2ccc(NC(=O)C3CCCO3)cc2)cc1)C1CCCO1 (stereo not drawn)
17	CCS(=O)(=O)N1CCC(c2nc(-c3ccc(C)cc3)no2)CC1
18	CC1CCCCC1NC(=O)CN1C(=O)NC(C)(c2cc(F)ccc2F)C1=O (stereo not drawn)
19	CCOC(=O)c1oc2ccc(/C=N/O)c(Cl)c2c1C
20	CCC(NC(=O)Nc1ccc(O)cc1)(C(F)(F)F)C(F)(F)F
21	O=C1NC(=O)C2(CCc3ccccc32)N1 (stereo not drawn)
screen / no.	13	14	15	16	17	18	19	20	21
CXXC DNA block	-4.5%	22.2%	34.2%	-8.7%	4.5%	·	4.5%	0.9%	-1.7%
A-T KAP1 phos	-3.6%	-37.6%[inhibitor]	2.0%	0.5%	16.4%	-3.0%	3.0%	1.2%	5.1%
Coupling enz	-1.0	2.6	-7.8	-2.3	0.2	·	1.0	-42.6*	0.8
BCR signal inh	2.6%	5.0%	12.2%	-5.3%	-1.9%	1.2%	?	-7.1%	1.8%
hERG WT inh	-3.1	-2.5	8.3	4.5	-3.9	10.9	-5.2	-5.6	6.0
GALK inhibitor	-0.1%	2.8%	-0.7%	-1.5%	5.5%	·	1.1%	5.8%	2.3%
Tb PFK block	18.3%	-6.1%	-3.0%	-1.7%	-3.1%	-0.9%	1.5%	-4.7%	0.2%
TCR activator	-5.6%	-0.7%	-8.2%	-9.0%	·	·	2.7%	3.5%	-7.5%
Giardia kill	2.3	-6.3	-0.2	35.3[activator]	5.0	3.6	8.8	3.4	2.8
TSHR antag	1.9	-21.9	0.7	-7.1	-8.9	-3.9	15.7	-5.2	13.9
